# High-throughput results deposited in PubChem BioAssay by several laboratories.
# DUSP3 inh = blocks human VHR1 dual specificity phosphatase; AID 1654; inhibition, % at 13.3 µM; recombinant VHR phosphatase, pNPP absorbance; actives 0.52% (n = 290,000); P51452; in the data active means inhibition above about 50%; further: some compounds called inactive have numbers as strong as hits
# Target sequence (P51452 whole entry, looked up): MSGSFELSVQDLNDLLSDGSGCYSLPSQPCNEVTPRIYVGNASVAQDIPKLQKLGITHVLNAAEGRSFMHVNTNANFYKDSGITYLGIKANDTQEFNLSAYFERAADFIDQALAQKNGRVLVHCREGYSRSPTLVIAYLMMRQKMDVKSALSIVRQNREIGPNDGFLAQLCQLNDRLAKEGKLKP
# TcdB inh = TcdB glycohydrolase inhibition. P18177. TcdB glycohydrolase enzymatic assay, plate reader. inhibition, % at 9.99 µM. actives 0.24% (n = 350,000). AID 652162; in the data active means inhibition above about 10%
# PfHsp40 yeast = rescue of PfHsp40-mediated yeast toxicity. actives 0.68% (n = 340,000). growth rescue, % at 12.5 µM. S. cerevisiae expressing PfHsp40, growth rescue, ATP luminescence; in the data active means growth rescue above about 28%, passing the limit was not always enough; inconclusive means no clear call, values can overlap the other calls;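 further: yeast W303a lacking pdr1 and pdr3 grown in galactose medium; growth measured after three days at 30 °C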
# SSB-PriA inh = K. pneumoniae PriA-SSBct interaction inhibition; AlphaScreen SSBct-PriA binding, biotinylated peptide; AID 1272365; actives 0.6% (n = 430,000); inhibition, % at 33 µM; in the data active means inhibition mostly above about 37%, no sharp cut-off; inactive means mostly below about 20%;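 further: plate controls were negative control peptide for no effect and reference peptide for full effect; strong numbers were not always called active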
# BoNT-A LC inh2 = BoNT A light chain protease inhibition. actives 0.17% (n = 360,000). inhibition, % at 10 µM. AID 588499. multiplex microsphere protease substrate cleavage, flow cytometry; further: plate controls were buffer without enzyme for full effect and enzyme alone for no effect
# CCHFV vOTU inh = blocks the CCHF virus ovarian tumor domain protease; AID 651958; actives 0.55% (n = 370,000); inhibition, % at 11.5 µM; CCHFV vOTU protease, Pep-AMC fluorescence; in the data active means inhibition above about 30%; further: 0% = vehicle wells with enzyme and 100% = no enzyme wells
# Anthrax LF prot = blocks Bacillus anthracis lethal factor protease; P15917; multiplex microsphere protease cleavage assay, LF; inhibition, % at 10 µM; actives 0.12% (n = 360,000); further: plate controls were buffer without enzyme for full effect and enzyme alone for no effect
# Target sequence (P15917 whole entry, looked up): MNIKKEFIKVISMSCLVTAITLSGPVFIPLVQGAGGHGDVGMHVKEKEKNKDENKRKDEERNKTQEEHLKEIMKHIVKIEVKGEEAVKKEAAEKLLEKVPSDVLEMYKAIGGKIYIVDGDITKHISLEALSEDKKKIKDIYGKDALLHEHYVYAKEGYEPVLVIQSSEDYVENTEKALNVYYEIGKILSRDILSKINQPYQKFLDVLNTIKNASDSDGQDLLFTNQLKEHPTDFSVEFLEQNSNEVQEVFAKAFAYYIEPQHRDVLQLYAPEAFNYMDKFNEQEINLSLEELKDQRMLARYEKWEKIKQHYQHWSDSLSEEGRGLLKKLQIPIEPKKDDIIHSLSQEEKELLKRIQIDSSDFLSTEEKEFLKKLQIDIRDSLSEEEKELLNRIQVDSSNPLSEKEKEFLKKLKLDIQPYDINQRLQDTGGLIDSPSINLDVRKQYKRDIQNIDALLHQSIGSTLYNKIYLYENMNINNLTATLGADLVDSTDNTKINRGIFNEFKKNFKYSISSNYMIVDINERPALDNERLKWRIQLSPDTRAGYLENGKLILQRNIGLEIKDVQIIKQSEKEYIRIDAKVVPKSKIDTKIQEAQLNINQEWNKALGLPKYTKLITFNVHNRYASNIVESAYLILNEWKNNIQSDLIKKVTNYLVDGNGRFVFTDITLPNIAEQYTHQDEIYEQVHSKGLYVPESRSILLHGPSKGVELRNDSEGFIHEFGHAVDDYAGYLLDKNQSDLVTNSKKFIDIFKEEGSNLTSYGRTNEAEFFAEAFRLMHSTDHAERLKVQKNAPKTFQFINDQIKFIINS
# BH1578 lux ind = induces V. cholerae light production without autoinducers; activation, % at 18.7 µM; AID 588436; V. cholerae BH1578 lux reporter, luminescence, 6 h; actives 0.16% (n = 350,000); in the data active means activation mostly above about 9.7%, no sharp cut-off; inconclusive means no clear call, values can overlap the other calls; inactive means mostly below about 3.7%; further: not every result past the cut was called active; inactives centre near 0; reference of the scale not given here
# 3CLpro inhibitor = SARS-CoV 3CLpro protease inhibition; P0C6X7; recombinant SARS-CoV 3CLpro, quenched FRET peptide cleavage; inhibition, % at 6 µM; actives 0.14% (n = 290,000); in the data active means inhibition above about 12%
# Yp Topo-I inh = blocks Yersinia pestis topoisomerase I activity; Y. pestis Topo-I cleavage product accumulation, plate reader; activity, % at 10 µM; actives 0.064% (n = 360,000); AID 504884; in the data active means activity above about 50%, passing the limit was not always enough; inconclusive means no clear call, values can overlap the other calls; further: inactives centre near 2
# * = called active by the depositor; i = inactive; ? = inconclusive; . = not tested or not shown; & = joins results of further samples. Unless noted, no stated cut-off is given here; in the data, active means inhibition above about 30%; inconclusive means no clear call, values can overlap the other calls; inactive means below that.
molecule,BH1578 lux ind,Anthrax LF prot,TcdB inh,Yp Topo-I inh,3CLpro inhibitor,CCHFV vOTU inh,DUSP3 inh,SSB-PriA inh,PfHsp40 yeast,BoNT-A LC inh2
Cc1ccc(/C=N/NC(=O)CNC(=O)c2cccs2)o1,-0.3,-2,-1.2,9,2,14,19,.,1.3,-0.7
COc1ccccc1CNC(=O)CN1C(=O)NC2(CCCCCCC2)C1=O,i,-6,2.2,0,.,11,.,-15,0.3,-0.3
COC(=O)Cn1ncn2c(cc3oc(C)cc32)c1=O,-0.1,-5,.,-2,-6,-1,4,-11,?,-0.6
Cc1cccc(NS(=O)(=O)c2ccc(-c3cnc(C4CC4)o3)cc2)c1C,i,-2,-2.4,26,1,14,36,1,367*,-1.2
Cc1cc(C)n(-c2ccc(NC(=O)C3CCCCN3C(=O)c3occc3C)cc2)n1 (stereo not drawn),-0.1,-4,0.7,23,-4,22,-11,1,-1.0,-0.4
Cc1cc(C)n2cc(CSCc3ccco3)nc2n1,0.5,-1,.,5,0,4,13,-1,-0.5,-0.6
CCCNC(=O)CCNC(=O)[C@H](O)C(C)(C)CO,i,0,1.9,-6,.,-7,.,-5,-0.6,0.3
O=C(O)COc1ccccc1/C=N/NC(=O)CN1CCN(Cc2ccccc2Cl)CC1,0.6,-6,-0.4,1,0,-3,-13,i,2.1,-2.6
CC(C)(C)c1csc(NC(=O)c2ccc(Br)o2)n1,-2.2,1,-4.5,12,3,10,6,-16,10,1.4
COc1cccc(N2CCN(Cc3nc(N)nc(Nc4ccccc4)n3)CC2)c1,0.9,-3,.,-1,-2,5,2,11,-1.2,-1.2
CCOc1ccc(OCc2ccc(C(=O)N3CCCC3)o2)cc1,-7.1,-4,0.1,1,1,-18,-31,2,-0.6,-3.0
CC1CCCCC1NC(=O)/C(C#N)=C/c1ccc(OCC(N)=O)cc1 (stereo not drawn),-0.6,-3,.,-8,-1,-13,39,-4,1.3,-1.0
COC(=O)c1ccc(/C=C/C(=O)OCC(=O)Nc2cc(C)on2)cc1,-0.8,4,2.2,1,.,-19,.,-7,0.3,0.9
Cc1nn(-c2ncc(C(F)(F)F)cc2Cl)c(=O)n1-c1c(F)cccc1F,i,1,-0.5,-4,3,11,22,-11,-0.3,-0.6
O=C(NCCO)c1ccc2nc(-c3ccco3)c(-c3ccco3)nc2c1,i,-4,.,-14,4,77*,42,14,0.4,-3.8

# Further records.
molecule,BH1578 lux ind,Anthrax LF prot,TcdB inh,Yp Topo-I inh,3CLpro inhibitor,CCHFV vOTU inh,DUSP3 inh,SSB-PriA inh,PfHsp40 yeast,BoNT-A LC inh2
Cc1ccc(S(=O)(=O)c2nc(-c3ccccc3Br)oc2N(C)C)cc1,-0.1,3,0.5,33,-4,0,5,-5,0.7,-1.4
COc1ccc(-c2cccc(NS(=O)(=O)c3ccccc3[N+](=O)[O-])c2)nn1,i,-4,-1.0,-2,.,8,.,2,0.0,3.5
CCNc1nc(NC(C)C)nc(OCCOC(=O)Nc2ccccc2)n1,i,-9,1.7,-9,2,7,9,-4,1.1,0.0
CC(=O)NCCCC(=O)NC(CCC(=O)OCc1ccccc1)C(=O)OCc1ccccc1 (stereo not drawn),i,2,0.4,20,4,-4,10,-3,1.2,0.3
CC(=O)Nc1cc(NC(C)=O)cc(C(=O)OCC(=O)c2ccc3c(c2)OCO3)c1,-0.4,.,2.0,-3,.,-3,.,-5,-0.5,.
COc1cc(/C=C2\NC(=S)NC2=O)ccc1OCc1cccc(C(=O)O)c1,0.3,-11,-0.4,6,-1,4,-1,0,-2.1,2.9
CCC(=O)Nc1ccc2nc(SCC(=O)N3CCCC3)sc2c1,2.7,-18,0.9,0,2,.,-9,-20,0.3,3.6
COc1cc(C(=O)Oc2cccc(C)c2)cc(OC)c1OC,i,-2,.,-1,-6,5,7,-24,-0.1,0.8
Cc1ccccc1-n1c(O)c(/C=N/NC(=O)c2ccccc2O)c(=O)[nH]c1=S,-0.3,5,1.5,2,-1,8,35,.,-0.3,-0.4
Cc1cc(Nc2ccccc2)nc2cc(O)ccc12,-0.1,-9,6.2,5,-1,-1,-7,-18,0.9,-0.8
O=C(NCc1ccccc1)[C@]1(C(F)(F)F)C[C@H](CCc2ccccc2)CCCO1,-0.8,-3,1.6,17,.,-3,.,-18,2.2,0.5
O=C(CNC(=O)c1ccco1)Nc1ccc2c(c1)OCCO2,0.0,-3,0.9,-5,.,13,.,-6,0.3,-0.2
COc1ccc(S(=O)(=O)Nc2ccc3c(c2)OCO3)cc1C,i,-6,.,-1,4,-5,4,15,-1.0,-0.5
CN(CCC#N)C(=O)CSc1nc2scc(-c3ccccc3)c2c(=O)[nH]1,-0.6,3,.,-4,5,-21,-4,-11,-0.7,0.0
COc1ccc(-c2n[nH]c(C)c2-c2ccc(OC)c(OC)c2)c(O)c1,0.0,-4,.,-6,-2,-1,18,2,8.8,0.5

# (listing goes on)
molecule,BH1578 lux ind,Anthrax LF prot,TcdB inh,Yp Topo-I inh,3CLpro inhibitor,CCHFV vOTU inh,DUSP3 inh,SSB-PriA inh,PfHsp40 yeast,BoNT-A LC inh2
CCN(CC)CCCNC(=S)N1CCN(c2nc(-c3ccc(F)cc3)cs2)CC1,-0.2,-5,-8.5,-8,-2,3,14,12,0.0,-1.0
Nc1ccccc1C(=O)Nc1cccc2ccccc12,9.6,3,0.0,-18,2,-12,23,17,0.5,0.0
N/C(Cc1nc2ccccc2s1)=N\O,-0.5,-4,1.3,1,-4,-4,16,.,-1.4,-0.5
CN(C)c1ccc(/C=C(\C#N)C(=O)OCC(=O)N(C)C2CCS(=O)(=O)C2)cc1 (stereo not drawn),0.0,0,1.0,-5,.,10,.,-3,-0.9,-1.0
CCc1nnc(N/N=C/c2cc(Br)c(O)cc2O)n1N,i,0,-13,-10,1,96*,5,.,1.3,-6.9
CC1CCCN(C(=O)COC(=O)Cc2c(F)cccc2Cl)C1 (stereo not drawn),-1.3,8,1.2,3,-4,-3,16,4,-0.3,-1.0
O=C(COC(=O)c1ccccc1)Nc1ccccc1Sc1ccccc1,-0.3,-3,.,19,1,7,-14,-12,0.7,-0.7
CCOC(=O)Cc1cc(-c2ccccc2)nc2ccc3ccccc3c12,i,-2,.,30,1,0,17,-6,-0.2,-0.2
CCOC(=O)/C=C(\C)Sc1cc(O)c2ccccc2c1O,i,-16,-0.1,-16,11,111*,28,3,?,-5.4
COC(=O)c1cnc(NNS(=O)(=O)c2ccc(C(F)(F)F)cc2)nc1C(F)(F)F,-0.5,3,3.4,-14,9,6,5,-10,-0.9,?
OC[C@@H]1CN(Cc2ccncc2)C[C@H](n2cnc3c(N4CCN(c5ccccc5)CC4)ncnc32)O1,-0.4,4,0.2,24,.,-10,.,.,.,0.4
COc1ccc(C(=O)NCC(=O)OCC(=O)c2ccc3c(c2)OCCO3)cc1,-1.2,2,.,10,-1,-3,39,-11,1.6,-0.3
CCN(CC)c1ccc(S(=O)(=O)N2CCCCC2)cc1NC(=O)CSCc1c(C)noc1C,i,-8,0.0,33,.,9,.,-5,-0.1,0.2
CCN1C(=O)[C@H]2[C@@H](c3ccc(-c4ccc(F)cc4)cc3)N[C@@](C)(C(=O)OC)[C@H]2C1=O,-0.6,1,1.3,2,.,6,.,-15,1.5,-0.1
Cc1cccc(Nc2nc(N)nc(CCl)n2)c1,-0.7,-4,2.5,-4,-3,-9,1,-11,-0.3,-1.0

# Going on with the list:
molecule,BH1578 lux ind,Anthrax LF prot,TcdB inh,Yp Topo-I inh,3CLpro inhibitor,CCHFV vOTU inh,DUSP3 inh,SSB-PriA inh,PfHsp40 yeast,BoNT-A LC inh2
CC(C)(O)c1cn(-c2nonc2N)nn1,1.2,-3,.,-1,1,3,28,3,-0.3,-0.2
Cc1ccc(Cn2nnc3c(=O)n(CC(=O)N4CCCc5ccccc54)cnc32)cc1,i,-2,.,2,1,3,-20,1,-1.0,-0.2
CCOc1cc(CNCc2cccs2)cc(Br)c1OC,i,-10,.,22,0,-5,24,-21,0.0,-1.2
Fc1cccc(Nc2ncnc3sc4c(c23)CCC4)c1,-2.4,-2,.,1,-6,-3,1,-23,0.8,-0.4
CC(C)Sc1nc2sc3c(c2c2nnc(SCC(=O)NCc4ccco4)n12)CCCC3,-0.4,0,.,28,-3,-2,7,11,-1.0,-1.0
C/C(=N\NC(=O)c1sccc1-n1cccc1)c1cccs1,i,1,1.1,7,0,9,6,.,0.1,-1.8
O=C(Cc1cccc(NC(=O)C2CCCN(C(=O)C3CCCCC3)C2)c1)Nc1ccc(C(=O)N2CCOCC2)cc1 (stereo not drawn),i,-1,-0.6,8,.,-9,.,-11,-0.2,-0.2
COc1ccc(OC)c(-n2c(-c3ccccc3)n[nH]c2=S)c1,i,-4,.,1,-1,2,-18,-10,-0.8,?
COC(=O)C1=COC(C)C2CN3CCc4c([nH]c5cc(OC)ccc45)C3CC12 (stereo not drawn),-0.5,0,1.3,8,.,-18,.,.,.,-0.7
COc1ccc(F)cc1S(=O)(=O)NC1CCCC1,-0.2,0,.,6,-6,.,16,-6,-0.6,-1.8
COc1cc(NC(=O)c2ccc(NS(=O)(=O)c3c(C)noc3C)cc2)cc(OC)c1,-1.9,1,.,5,7,10,11,-4,0.2,-1.6
CCOC(=O)C1CCCN(C(=O)c2ccc(SC(F)(F)F)cc2)CC1 (stereo not drawn),-0.2,-2,0.8,13,.,25,.,.,.,-0.4
COC(=O)c1ccc(OC(=O)CCN2C(=O)C3CCCCC3C2=O)cc1 (stereo not drawn),-0.2,0,.,-3,-2,-12,42,4,0.4,-0.7
CCCc1nnc(NC(=O)Nc2ccc(OC)cc2)s1,-0.3,-10,0.3,-4,0,-1,35,1,1.1,-0.2
Cc1ccc(NC(=O)COC(=O)CN2CCCCCC2=O)c(C)c1,-0.3,0,0.5,5,.,-2,.,-17,-1.4,0.1

# Further compounds.
molecule,BH1578 lux ind,Anthrax LF prot,TcdB inh,Yp Topo-I inh,3CLpro inhibitor,CCHFV vOTU inh,DUSP3 inh,SSB-PriA inh,PfHsp40 yeast,BoNT-A LC inh2
CNC(=O)c1ccccc1Sc1ccccc1C#N,-0.4,-1,-0.3,4,3,3,-1,-5,-2.4,-0.1
CCOc1cc(NC(=O)c2ccccn2)c(OCC)cc1NC(=O)c1ccc(OC)cc1,6.7,-2,0.9,-4,-1,-4,5,8,0.8,-0.4
CCCCn1c(SCC(=O)NC2CCS(=O)(=O)C2)nc2cc(S(N)(=O)=O)ccc21 (stereo not drawn),-0.2,3,0.7,-2,5,-8,-2,-4,0.3,0.4
CCCCOC(=O)c1ccc(O)cc1,i,3,2.5,3,-5,-3,1,-24&-20&-8,1.3,-1.6
CS(=O)(=O)N(CC(=O)N1CCN(c2ccccc2F)CC1)c1ccc2c(c1)OCCO2,1.0,0,.,6,-4,-18,14,-4,0.1,0.1
CC1OC2(OC1C)C(=O)Nc1ccccc12 (stereo not drawn),0.0,1,.,6,-2,4,3,-2,-0.6,-0.8
NC(=O)c1ccc2c(c1)S(=O)(=O)c1ccccc1C2=O,i,11,-0.2,-1,0,11,22,-11,-1.5,2.2
COc1ccc(CNC(=O)[C@@H](C)NC(=O)C2CCN(C(=O)[C@@H](N)CCSC)CC2)cc1,-0.5,-7,-0.6,0,0,0,25,-26,-0.1,-0.1
Cc1ccsc1C(=O)Nc1ccc(S(=O)(=O)N2CCOCC2)cc1,1.2,3,-0.1,5,.,-9,.,7,1.1,-4.8
CCOc1ccc(OCC)c(S(=O)(=O)NCCOC23CC4CC(CC(C4)C2)C3)c1,-3.3,0,0.2,12,0,17,1,-21,11,-0.5
CC1(C)CC(CC(=O)O)CC(C)(C)N1,i,-4,0.1,5,0,-16,-20,2,1.4,0.1
CCCc1nc(NCc2ccccn2)c2nnn(Cc3ccccc3F)c2n1,-0.1,-3,.,4,-1,12,15,-11,0.3,-0.6

# Not all compounds are listed; rates above refer to the full screens.
